# GalR3 antagonist – antagonists of human GalR3 | AID 651719 | HEK293 GalR3-CNG cAMP membrane potential fluorescence; galR3 body fused to GalR1 C-terminus | inhibition, % at 3 µM | O60755 | hit rate 0.44% among 360,000;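 active = inhibition above the screen-wide average plus 3 SD, cut at about 13% in these data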;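 note: forskolin and galanin both at EC90 stimulate the cells; cAMP rise reported by CNG channel membrane potential dye signal; 0% = forskolin plus galanin with DMSO and 100% = forskolin alone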
# Target sequence (O60755 1-299 limits assumed): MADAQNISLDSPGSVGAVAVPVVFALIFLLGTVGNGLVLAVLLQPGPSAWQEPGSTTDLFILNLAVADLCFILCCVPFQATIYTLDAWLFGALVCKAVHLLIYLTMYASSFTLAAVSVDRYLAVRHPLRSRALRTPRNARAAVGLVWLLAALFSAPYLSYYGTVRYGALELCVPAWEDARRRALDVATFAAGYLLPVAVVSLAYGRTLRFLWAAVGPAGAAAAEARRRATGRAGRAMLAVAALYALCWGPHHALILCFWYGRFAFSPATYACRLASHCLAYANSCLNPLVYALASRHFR
# * marks the source's active call; other numbers are inactive results. These rows are one share of the data; count on the stated rates, not on these rows.
Structure	GalR3 antagonist
O=C(NC1CCCCC1)C1c2ccccc2OCC(=O)N1CCc1ccccc1 (configuration not stated)	-5
Cc1ccc2nc(C(C)(C)C)c(Cc3cccc(F)c3)n2c1	-7
COc1cc(Cn2c3ccc(NC(=O)CCc4ccc(O)cc4)cc3c(=O)n2C)ccc1F	-4
COc1ccccc1-c1cccc2nccn12	-6
COc1ccc(S(=O)(=O)N2CCCCC2c2cc(C(=O)Nc3ccc4c(c3)OCO4)no2)cc1 (configuration not stated)	-5
CCOC(=O)[C@]12CCCC=C1N(CCc1ccc(OC)c(OC)c1)C(=O)[C@H](CC(=O)NCc1ccc(C)o1)C2	1
CC(C)[C@@H]1CC[C@@H](C)C[C@H]1OC[B-](F)(F)F	-5
CCCCCCn1cc(CN2CC(N3CCCC3)CS2(=O)=O)nn1 (configuration not stated)	-6
Cn1ccc2c(N3CCC3)cc3c(c21)C1CCC3O1 (configuration not stated)	1
CCNC(=O)O[C@@H]1C=C[C@@H](C#Cc2ccc(C(C)(C)C)cc2)O[C@@H]1COC(C)=O	-7
Cc1ccccc1NC(=O)Nc1nc(CN(C)C)cs1	1
COCCNC(=O)C1Cc2c(-c3cccc(NC(C)=O)c3)ccnc2O1 (configuration not stated)	0
O=C(NC1CCCCC1)C(C1CC1)n1c(=O)c(-c2ccccc2)nc2ccccc21 (configuration not stated)	-5
CC(C)c1ccccc1NC(=O)Nc1nc(C(N)Cc2ccc(C(F)(F)F)cc2)cs1 (configuration not stated)	-8
Cc1cccc(C)c1-n1nnnc1C(c1cc2ccccc2o1)N1CCN(C/C=C/c2ccccc2)CC1 (configuration not stated)	-7
COC(=O)[C@]12C[C@H](CC(=O)N3CCCCC3)C(=O)N(Cc3ccccc3)C1=C[C@H](C(C)C)O[C@@H]2C1CC1	1
CS(=O)(=O)c1ccc(Nc2nc(C(N)c3ccccc3Cl)cs2)cc1 (configuration not stated)	-6
COc1ccccc1-c1cccc(-c2nc(C(=O)Nc3nccs3)cc3c2[C@H](CCO)N(C(C)=O)C3)c1	-7
COC(=O)[C@]12C[C@H](CC(=O)NCc3ccc(OC)c(OC)c3)C(=O)N(Cc3ccccc3)C1=C[C@H](C1CCCC1)O[C@@H]2C	0
C=CCn1c(-c2ccccn2)n[nH]c1=S	-6
CC(C)C[C@H]1CN(CCCC[C@H]2CNC(=O)C(=O)N2Cc2ccccc2)C(=O)C(=O)N1CCc1ccccc1	1
CN(N=Cc1ccc(N(C)C)cc1)C(=O)c1ccccc1N	-7
CC(C)C[C@H]1CNC(=O)C(=O)N1CC1CCN(CCc2ccccc2)CC1	-5
CC(=O)NC(c1ccccc1)c1nc(/C=C/c2ccccc2)cs1 (configuration not stated)	-5
COc1cccc(-c2oc3c(c2C(=O)OCCN(C)C)C(O)CCC3)c1 (configuration not stated)	-3
COc1ccc(CCNC(=O)c2ccc(Br)o2)cc1Br	-4
O=C(/C=C/[C@H]1O[C@@H](n2ccc(=O)[nH]c2=O)[C@H](O)[C@@H]1O)NCCc1cccs1	-6
CCCS(=O)(=O)NC(=O)C1(C)CCCN(C(=O)c2ccc3snnc3c2)C1 (configuration not stated)	-6
CCc1nc2ccc(C(=O)Nc3cccc(OC)c3)cn2c1N(CC)CCOC	-5
COc1ccc(CNC(=O)Nc2nc(C(N)Cc3ccc(Cl)cc3)cs2)cc1 (configuration not stated)	-9
CCOC(=O)[C@]12CCCC=C1N(Cc1ccco1)C(=O)[C@H](CC(=O)NCCC(C)C)C2	-7
CC(C)Cc1ccc(-c2ccc3nccn3c2)cc1	0
O=C(N[C@@H](Cc1cccnc1)C(=O)N1CCC[C@H]1C(=O)NCCc1ccccc1Cl)C1CCCC1	0
O=C(Nc1cc(Cl)cc(Cl)c1)N[C@@H]1CC[C@@H](CCNS(=O)(=O)c2cccc(F)c2)O[C@@H]1CO	-1
OC(c1ccc(F)cc1)c1ncc(-c2cccc(C(F)(F)F)c2)[nH]1 (configuration not stated)	-1
CC(C)c1ccc(CC(=O)N2CCC2(C)C(=O)Nc2ccccc2)cc1 (configuration not stated)	-6
OC(c1ccco1)c1nc(-c2ccc(F)c(Cl)c2)cs1 (configuration not stated)	-5
Cc1ccc(S(=O)(=O)N2[C@H](CC(=O)c3cccs3)OC[C@@H]2C)cc1	-7
COc1ccc(CC(N)c2csc(Nc3ccccn3)n2)cc1 (configuration not stated)	1
Nc1c(-c2ccc(C(F)(F)F)cc2)nc2ncccn12	-8
O=C(C[C@H]1CC[C@@H](NC(=O)Cc2cccnc2)[C@@H](CO)O1)NCc1ccc2c(c1)OCO2	3
C=CCNc1cccc2c1S(=O)(=O)N[C@H](Cc1ccccc1)CO2	-6
CN1CCCC1(C)C(=O)Nc1ccc(-n2cccc2)cc1 (configuration not stated)	-5
O=C(C(=O)N1CCN(C(=O)c2cccs2)CC1)c1cccc(C(F)(F)F)c1	-4
NC(c1csc(Nc2cc(Oc3ccccc3)ncn2)n1)c1ccccc1Cl (configuration not stated)	4
COCCc1ccc(OC2(C)CCN(Cc3cccc(OCOC)c3)C2)cc1 (configuration not stated)	-2
Cc1ccc(C(O)c2ncc(-c3ccccc3C)[nH]2)cc1 (configuration not stated)	0
COCCNC(=O)C1(C)CCCN(C(=O)c2ccc(OC)cc2OC)C1 (configuration not stated)	-4
COc1ccc(C2CC(=O)C(c3cc(OC)c(OC)c(OC)c3)=CN2Cc2ccccc2)cc1 (configuration not stated)	-8
CCCCNC(=O)OC1CC2CC1[C@H]1CCCCN1C2=O (some centres not stated)	0
CCCNC(=O)C1(C)CCCN(C(=O)Cc2ccc(OC)cc2)C1 (configuration not stated)	-8
Cc1cc(N2CCNC[C@H]2C)ccc1N1CCN(Cc2ccccc2)[C@@H](C)C1	-7
COCC(O)Cn1ccnc1N=Nc1ccccc1 (configuration not stated)	-3
O=C(NCc1ccc(Cl)cc1)c1ccc(-c2ccc(F)c(F)c2)c2ccoc12	-8
CCOC(=O)C1CSCCS(=O)(=O)N1Cc1ccc(F)cc1 (configuration not stated)	-4
O=C(O)[C@H](Cc1ccccc1)NC(=O)[C@H]1O[C@@H](n2ccc(=O)[nH]c2=O)[C@H](O)[C@@H]1O	-6

# Other compounds follow.
Structure	GalR3 antagonist
O=C(NCc1ccc2c(c1)OCO2)OCc1ccccc1	9
Cc1ccc(C)c(CN2CCC(CNC(=O)C3CCCN(c4ncnc5c4nc4n5CCCCC4)C3)CC2)c1 (configuration not stated)	-2
Cc1ccc(CN2CC(N3CCN(C4CCN(C)CC4)CC3)CS2(=O)=O)cc1 (configuration not stated)	-6
CCOC(=O)N1CCN(C(=O)C[C@@H]2C[C@@]3(C(=O)OCC)CCCC=C3N(Cc3ccc4c(c3)OCO4)C2=O)CC1	-7
CC(C)=CCn1c2ccc(NC(=O)Nc3ccc(N(C)C)cc3)cc2c(=O)n1C	-7
Cc1ccc(C2=N/C(=C\c3coc4ccccc4c3=O)C(=O)O2)cc1	-3
CC1(C(=O)Nc2ccc(F)cc2F)CCN1C(=O)Cc1ccccc1Cl (configuration not stated)	-8
CC(=O)Nc1cc(-c2cccc(NS(C)(=O)=O)c2)cn2c(-c3ccc(F)c(Cl)c3)cnc12	-4
CCc1ccc(C(O)c2ncc(-c3cccc(F)c3)[nH]2)cc1 (configuration not stated)	-5
CC1(c2nnnn2-c2ccc3c(c2)OCCO3)CCC(=O)N1CCOc1ccccc1 (configuration not stated)	-4
COCc1cccc(-c2csc(C(O)c3ccc(F)c(OC)c3)n2)c1 (configuration not stated)	-3
CC1(C(=O)NCCc2c[nH]c3ccccc23)CCN1CC1CCCCC1 (configuration not stated)	-2
CCCCC[C@H](C)N1C[C@H](COCc2ccccc2)Oc2cc(N3CC[C@@H](O)C3)ccc2S1(=O)=O	-6
O=C(C(=O)N1CCC(CNS(=O)(=O)c2cc(C(F)(F)F)cc(C(F)(F)F)c2)CC1)c1cc2ccccc2o1	-6
CC(C)(O)C#Cc1cccc(-c2nc(C(=O)NCCCN3CCOCC3)cc3c2[C@H](CCO)N(S(=O)C(C)(C)C)C3)c1 (some centres not stated)	-3
COC(=O)[C@@]1(Sc2ccc(C)cc2)CC(=O)N[C@@H]1c1ccco1	3
CC1(C(=O)Nc2ccc3c(c2)OCCO3)CCN1C(=O)C1(c2ccc(Cl)cc2)CCC1 (configuration not stated)	-3
CC(O)(c1cccnc1)c1nc(-c2ccc3ccccc3c2)cs1 (configuration not stated)	-8
Cc1ccccc1C1=CC(=O)CC(C)(C)C1=O	0
CC(C)S(=O)(=O)NC(=O)C1(C)CCN1C(=O)Cc1ccccc1Cl (configuration not stated)	0
CCOC(=O)C1(C)CCCN1C(=O)c1ccc(N(C)C)cc1 (configuration not stated)	-7
Cn1nc(C(C)(C)C)cc1C(=O)N1CCCCC1c1cc(C(=O)N2CCOCC2)no1 (configuration not stated)	-2
COC(=O)C1=CN(c2ccc(F)cc2)C(N)=C(C#N)C1c1cccc(F)c1 (configuration not stated)	-6
O=c1[nH]c(=S)[nH]c2c1C(c1ccc(Cl)c(Cl)c1)OC(CCc1ccccc1)C2 (configuration not stated)	-5
CCCCc1ccc(S(=O)(=O)NC(=O)C2(C)CCN2C(=O)C/C=C/c2ccccc2)cc1 (configuration not stated)	-1
CS(=O)(=O)c1ccc(Nc2nc(C(N)COCc3ccccc3)cs2)cc1 (configuration not stated)	1
O=C(Nc1ccc2c(c1)OCCO2)C(c1ccnc2ccccc12)N1CCN(c2ccc(F)cc2)CC1 (configuration not stated)	-9
Cc1nc(C(F)(F)F)ccc1C(=O)N1CCC1(C)C(=O)NS(=O)(=O)c1ccc2ccccc2c1 (configuration not stated)	-3
COc1cc(Nc2cc(C)n(-c3ccc(Cl)c(OC)c3)c(=O)c2)ccc1Cl	-1
COC(=O)C(CC(C)C)N(Cc1ccc(Br)cc1)S(=O)(=O)CCl (configuration not stated)	-7
Nc1ccn(C2C=CC(CO)O2)c(=O)n1 (configuration not stated)	-2
CC(C)[C@H](NS(=O)(=O)c1ccc(F)cc1F)C(=O)N1CCC[C@H]1C(=O)NCCc1ccccc1Cl	-5

# Copied from the results shown for reference:
Structure	GalR3 antagonist
CC(C)S(=O)(=O)NC(=O)C1(C)CCN1C(=O)Cc1ccccc1Cl (configuration not stated)	0
CCOC(=O)C1(C)CCCN1C(=O)c1ccc(N(C)C)cc1 (configuration not stated)	-7
Cn1nc(C(C)(C)C)cc1C(=O)N1CCCCC1c1cc(C(=O)N2CCOCC2)no1 (configuration not stated)	-2
COC(=O)C1=CN(c2ccc(F)cc2)C(N)=C(C#N)C1c1cccc(F)c1 (configuration not stated)	-6
O=c1[nH]c(=S)[nH]c2c1C(c1ccc(Cl)c(Cl)c1)OC(CCc1ccccc1)C2 (configuration not stated)	-5
CCCCc1ccc(S(=O)(=O)NC(=O)C2(C)CCN2C(=O)C/C=C/c2ccccc2)cc1 (configuration not stated)	-1
CS(=O)(=O)c1ccc(Nc2nc(C(N)COCc3ccccc3)cs2)cc1 (configuration not stated)	1
O=C(Nc1ccc2c(c1)OCCO2)C(c1ccnc2ccccc12)N1CCN(c2ccc(F)cc2)CC1 (configuration not stated)	-9
Cc1nc(C(F)(F)F)ccc1C(=O)N1CCC1(C)C(=O)NS(=O)(=O)c1ccc2ccccc2c1 (configuration not stated)	-3
COc1cc(Nc2cc(C)n(-c3ccc(Cl)c(OC)c3)c(=O)c2)ccc1Cl	-1
COC(=O)C(CC(C)C)N(Cc1ccc(Br)cc1)S(=O)(=O)CCl (configuration not stated)	-7
Nc1ccn(C2C=CC(CO)O2)c(=O)n1 (configuration not stated)	-2
CC(C)[C@H](NS(=O)(=O)c1ccc(F)cc1F)C(=O)N1CCC[C@H]1C(=O)NCCc1ccccc1Cl	-5

# Continued:
Structure	GalR3 antagonist
Cc1cccc(C)c1NC(=O)C1(C)CSCC(=O)N1CCc1c[nH]c2ccccc12 (configuration not stated)	-5
CCOC(=O)C1(C)CCN1C(=O)c1ccc(SC(F)(F)F)cc1 (configuration not stated)	-1
C(=C\c1ccccc1)/CN1CCN(C(c2cccc3ccccc23)c2nnnn2-c2ccc3c(c2)OCCO3)CC1 (configuration not stated)	-3
COCCN(Cc1ccc(C)cc1)C(=O)[C@H]1O[C@@H](n2cnc3c(N)ncnc32)[C@H](O)[C@@H]1O	-6
CCc1ccc([C@@H]2CC(=O)[C@@H]3CN(S(=O)(=O)c4ccc(Cl)cc4)[C@H](c4ccc(C)cc4)C[C@@H]3N2S(=O)(=O)c2ccc(C)cc2)cc1	-5
COC(=O)[C@]12CCCCC=C1N(CCC1=CCCCC1)C(=O)[C@H](CC(=O)NCc1ccccc1)C2	-5
Nc1nc2ccccc2n1S(=O)(=O)c1ccc([N+](=O)[O-])cc1	-7
O=C(NCCc1ccccc1)Nc1nnc([C@H]2C[C@H](O)[C@@H](CO)O2)s1	-6
Cc1cccc(C)c1NC(=O)Nc1nnc([C@@H]2C[C@H](O)[C@@H](CO)O2)s1	-1
CCCc1nc2ccc(Cl)cn2c1Cc1ccccc1OC	1
O=C(/C=C/[C@H]1O[C@@H](n2ccc(=O)[nH]c2=O)[C@H](O)[C@@H]1O)NCc1cccc2ccccc12	-1
COc1ccc(C(C)(O)c2nc(-c3ccccc3OC)cs2)cc1 (configuration not stated)	-2
C#CCn1c2ccccc2c(=O)n1CCOc1ccccc1OC	-7
COc1ccccc1-c1cc(NC=O)c2ncc(-c3cccc(C(=O)N(C)C)c3)n2c1	-5
Cc1ccc(Nc2nc(NCC3CC3)nc3ccsc23)c(C)c1	-8
CN(C)Cc1csc(NC(=O)Nc2ccccc2Cc2ccccc2)n1	-5
CC(=O)c1cccc(-c2ccnc3c2CC(C(=O)NCc2ccc(F)c(F)c2)O3)c1 (configuration not stated)	-8
CCc1nc2ccc(C(=O)NCCOc3ccc(OC)cc3)cn2c1N(CCN(C)C)CC1CC1	-9
O=C(Nc1cccnc1)C1Cc2c(-c3ccccc3Oc3ccccc3)ccnc2O1 (configuration not stated)	-5
